Bioassay records as filed in PubChem BioAssay.
Wnt bcat act = Wnt/beta-catenin pathway activators, primary screen, cell-based, plate reader, single point. Wnt/beta-catenin reporter cell assay, activator. activation, % at 9.35 µM. 300,000 tested, 1.2% active. AID 743398, 2014; in the data active means activation above about 30%, passing the limit was not always enough;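 further: 0% = neutral control wells and 100% = positive control wells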
An asterisk follows results filed as active. This is a subset; rates above refer to the full screens.

Start of the listing, in advance, three compounds:
structure,Wnt bcat act
O=C(NCC1CCN(C(=O)C(=O)c2cc3ccccc3o2)CC1)c1cc(C(F)(F)F)cc(C(F)(F)F)c1,-5
COc1ccc(CCNC(=O)Nc2ccc3c(c2)c(=O)n(C)n3Cc2ccc(F)cc2)cc1OC,0
CCc1nc2c(OCC(=O)c3ccc(Cl)cc3Cl)cccn2c1N(C=O)Cc1ccc(OC)cc1,3

The whole of this part, repeating the preview:
structure,Wnt bcat act
O=C(NCC1CCN(C(=O)C(=O)c2cc3ccccc3o2)CC1)c1cc(C(F)(F)F)cc(C(F)(F)F)c1,-5
COc1ccc(CCNC(=O)Nc2ccc3c(c2)c(=O)n(C)n3Cc2ccc(F)cc2)cc1OC,0
CCc1nc2c(OCC(=O)c3ccc(Cl)cc3Cl)cccn2c1N(C=O)Cc1ccc(OC)cc1,3
CC(C(=O)N1CCCCC1)N(C)CC(=O)Nc1cccc(F)c1 (centres undefined),1
COC(=O)[C@@]1(Cc2ccc(F)cc2)[C@H]2c3cc(C(=O)N4CCCC4)n(CCF)c3C[C@H]2CN1C(=O)c1ccccc1,-3
Cc1onc(-c2ccccc2)c1C(=O)OCC(=O)N1CCCCC1,-2
COC(=O)[C@@]1(Cc2ccc(OC)cc2)[C@H]2c3cc(C(=O)N4CCCC4)n(Cc4ccc(OC(F)(F)F)cc4)c3C[C@H]2CN1C(=O)c1ccccc1,-7
O=C(Nc1ccc(-c2ccco2)cc1)C1CCCN(Cc2ccco2)C1 (centres undefined),-3
C[C@H](NC(=O)C[C@@H]1C[C@@H]2c3cc(NC(=O)C4CCC4)ccc3O[C@@H]2[C@@H](CO)O1)c1ccccc1,-1
C[C@@H]1CCCCO[C@H](CN(C)Cc2ccc(C(=O)O)cc2)[C@@H](C)CN([C@H](C)CO)C(=O)c2cc(NC(=O)CCC(F)(F)F)ccc2O1,-2
CCCCNC(=O)C1(C)CCN1C(=O)c1ccc(F)cc1Cl (centres undefined),-4
CC(C)C[C@H]1CNC(=S)N1C[C@H]1CCCN1C[C@H](Cc1ccccc1)N1C[C@H](CC(C)C)N(CCc2ccccc2)C1=S,-3
Cc1ccc(CN2CCC2(C)C(=O)NC2CCc3ccccc32)cc1 (centres undefined),-1
CC1=C(C(=O)N(C)C)CC(CC(=O)NCCc2ccccn2)C(=O)N1Cc1ccc(C(C)(C)C)cc1 (centres undefined),1
CCCCN(C)C(=O)c1ccc(Nc2nc(C(N)CCc3ccccc3)cs2)nc1 (centres undefined),-2
CC(=O)c1cc2c(cc1NS(=O)(=O)c1ccccc1C)OCO2,8
COC(=O)[C@]12C[C@H](CC(=O)N3CCSCC3)C(=O)N(Cc3ccc4c(c3)OCO4)C1=C[C@H](COCc1ccccc1)O[C@@H]2C,-1
C[C@@H]1CN([C@H](C)CO)C(=O)CCCn2cc(nn2)CO[C@H]1CN(C)S(=O)(=O)c1ccc(C#N)cc1,0
CN(Cc1ccccc1)C(=O)c1csc([C@H]2C[C@H](O)[C@@H](CO)O2)n1,-2
Cc1ccc(-c2nc3ccc(Cl)cn3c2Cc2ccccc2)cc1,10
N#Cc1ccc(OCC(=O)Nc2nc(-c3ccccn3)cs2)cc1,-1
CC(O)(c1cccnc1)c1nc(-c2ccc3c(c2)OCO3)cs1 (centres undefined),-2
COc1c2ccccc2nn1C(C)C,-3
CCC[C@H]1CN(c2ccccc2)C(=O)[C@@H]1CC(=O)Nc1ccccc1,-1
CN[C@@H](CO)C(=O)NC[C@H]1O[C@@H](n2cnc3c(N)ncnc32)[C@H](O)[C@@H]1O,0
Cc1ccccc1-c1n[nH]nc1C1=CC(=O)CC(C)(C)C1,-4
Cc1onc(-c2ccccc2Cl)c1C(=O)NCc1nnnn1-c1ccc(F)c(F)c1,-1
Cc1ccc(C(=O)OCC(=O)Nc2cccc(S(=O)(=O)N3CCCCC3)c2)s1,-2
COc1ccc(Cl)cc1Cn1c(C)c(C(=O)NCc2ccccc2C(F)(F)F)sc1=O,-5
O=C(C[C@@H]1C[C@@H]2c3cc(NC(=O)C4CCOCC4)ccc3O[C@@H]2[C@H](CO)O1)NCc1ccccn1,2
COc1ccccc1N1CCN(CC(=O)NC(=O)NCc2ccccc2)CC1,-8
CCCc1nc2cc(C)c(Br)c(C)n2c1CC1CCCCC1,-3
Nc1[nH]c(C(=O)c2ccccc2)c(-c2ccc(Cl)cc2F)c1C(=O)NCCc1c[nH]c2ccccc12,4
CCOC(=O)c1ncccc1NC(=O)CC(=O)Nc1cccnc1C(=O)OCC,1
CC(C)CNC(=O)C1(C)CCCCCN1Cc1ccccc1-c1ccccc1 (centres undefined),-3
CC(C)C(N)c1csc(NC(=O)Nc2ccccc2C(C)(C)C)n1 (centres undefined),-3
O=C(Nc1ccc(Oc2ccccc2)cc1)c1csc([C@@H]2C[C@H](O)[C@@H](CO)O2)n1,-2
O=C(Nc1cccc(Cl)c1Cl)c1csc([C@H]2C[C@H](O)[C@@H](CO)O2)n1,42*
COc1ccc(-c2cc(NC=O)c3ncc(-c4ccccc4)n3c2)cc1OC,-5
COC(=O)[C@]12C[C@H](CC(=O)N3CCSCC3)C(=O)N(Cc3ccc4c(c3)OCO4)C1=C[C@H](C(C)(C)C)O[C@@H]2C,-2
CN1OC[C@@H]2CN(Cc3ccc(Cl)cc3)[C@H](c3ccc(-n4ccnc4)cc3)C[C@@H]21,-1
OC1CCC(Nc2ccn3nc(-c4cccc(Cl)c4)cc3n2)CC1 (centres undefined),1
CCOC(=O)C1CCCN(C(=O)c2ccc(C)c(F)c2)CC1 (centres undefined),3
COc1ccc(OC)c(N(CCN2C(=O)c3ccccc3C2=O)C(=O)C2CCC(=O)C2C)c1 (centres undefined),-5
CN1C(=S)SC(N2OC3C(=O)N(c4ccccc4)C(=O)C3C2c2ccccc2)C1(C)C (centres undefined),-5
CCCCN1C(=O)C(=O)NC[C@@H]1Cc1ccc(O)cc1,-3
CC(C)Cn1cc(-c2cccc3nccn23)cn1,-2
CCCCCCCCN1C(=O)[C@@H](CC(=O)N2CCSCC2)C[C@@]2(C(=O)OC)C1=C[C@H](C(C)(C)C)O[C@@H]2C,-1
CN(C)CCN(C)C1CN(Cc2ccccc2)S(=O)(=O)C1 (centres undefined),-1
O=C(CCC(=O)c1ccccc1)Nc1ccccc1,1
CCOC(=O)Cc1c(C)[nH]n(-c2ccccc2)c1=O,0
COc1cccc(C(=O)N2[C@H](COCc3ccccc3)C=CS2(=O)=O)c1,-1
COc1ccc(OCC(=O)Nc2ccc3c(c2)nc(CCN2CCN(c4ccccn4)CC2)n3C)cc1,0
COc1ccccc1-c1cc(NC=O)c2ncc(-c3ccc(F)cc3)n2c1,-2
COc1ccc(NC(=O)Nc2ccc3[nH]ccc3c2)cc1,16
COC(=O)[C@]12CCCCC=C1N(Cc1ccccc1)C(=O)[C@H](CC(=O)NCc1cccc3ccccc13)C2,-1
CC1(C(=O)NS(=O)(=O)c2cccs2)CCN1C(=O)CC1CC1 (centres undefined),-3
CCOc1ccc(-n2c(SCC(=O)Nc3ccccc3CC)nc3n[nH]c(C)c3c2=N)cc1,-5
OC(c1ccc(Cl)c(Cl)c1)c1ncc(-c2ccccc2C(F)(F)F)[nH]1 (centres undefined),-1
CC(C)CC(c1nc2ccccc2[nH]1)n1c(-c2ccccc2Br)nc2ccccc21 (centres undefined),-2

Printed as active in Wnt bcat act (from the list above):
structure,Wnt bcat act
O=C(Nc1cccc(Cl)c1Cl)c1csc([C@H]2C[C@H](O)[C@@H](CO)O2)n1,42*

Next entries follow:
structure,Wnt bcat act
Cc1ccccc1CN(C)C[C@@H]1OCc2cnnn2CCCC(=O)N([C@H](C)CO)C[C@H]1C,-4
COc1ccccc1CNC(=O)COC(=O)c1cnc(C)cn1,2
CCOC(=O)C1CCCN(C(=O)c2cc(C)n(C(C)(C)C)n2)CC1 (centres undefined),-1
C/C(COc1ccccc1)=N\NC(=O)c1nnn(-c2nonc2N)c1CSc1ccc(C)cc1,0
C[C@H]1CN([C@@H](C)CO)C(=O)c2cc(-c3cccc(C#N)c3)cnc2O[C@H]1CN(C)C(=O)c1ccccn1,0
C[C@@H]1CN([C@H](C)CO)C(=O)CCCn2cc(nn2)CO[C@H]1CN(C)S(=O)(=O)c1ccccc1F,-1
COc1cc(C)ccc1S(=O)(=O)NC(=O)C1(C)CCN1C(=O)COc1ccc(Cl)cc1 (centres undefined),-3
Cc1ccccc1-c1cnc(C(O)c2cccc(C)c2C)[nH]1 (centres undefined),0
CNc1cncc(-c2ccc(O)cc2C)n1,-2
COC(=O)c1cc(Cl)ccc1NCC(N)c1ccccc1 (centres undefined),-3
Cn1c(=O)c2cc(NC(=O)NCc3ccccc3)ccc2n1C/C=C/c1ccccc1,-3
CC1=C(C(=O)N(C(C)C)C(C)C)CC(CC(=O)NCCc2ccccn2)C(=O)N1Cc1ccc(F)cc1 (centres undefined),-2
CN1OC[C@@H]2CN(C(=O)c3ccc([N+](=O)[O-])cc3)[C@H](c3ccccc3Br)C[C@@H]21,-4
COC(=O)c1c(NC(=O)c2ccc(S(=O)(=O)N3CCOCC3)cc2)sc2c1CCN(C)C2,-2
Cc1ccccc1-c1cnc(C(O)c2ccc(F)c(F)c2)[nH]1 (centres undefined),-1
CCCCNC(=O)c1ccc2nc(CC)c(N(C)Cc3ccc(OC)cc3)n2c1,1
COc1ccccc1N1CCN(C(=S)NC(=O)/C=C/c2ccc(F)cc2)CC1,0
CCOC(=O)C(c1nc2ccccc2[nH]1)n1c(-c2ccccn2)nc2ccccc21 (centres undefined),1
CN(C(=O)CN1C(=O)NC2(CCc3ccccc32)C1=O)C1CCCCC1 (centres undefined),-4
O=C(O)c1ccccc1/C=N/Nc1nc(N2CCCCC2)nc(N2CCCCC2)n1,1

Molecules listed so far that contain an aryl thioether with sulfur outside any ring, in the order listed:
structure,Wnt bcat act
CCOc1ccc(-n2c(SCC(=O)Nc3ccccc3CC)nc3n[nH]c(C)c3c2=N)cc1,-5
C/C(COc1ccccc1)=N\NC(=O)c1nnn(-c2nonc2N)c1CSc1ccc(C)cc1,0

Retrieved by compound from above, 2 records:
structure,Wnt bcat act
CN1OC[C@@H]2CN(C(=O)c3ccc([N+](=O)[O-])cc3)[C@H](c3ccccc3Br)C[C@@H]21,-4
COC(=O)c1c(NC(=O)c2ccc(S(=O)(=O)N3CCOCC3)cc2)sc2c1CCN(C)C2,-2

(continued)
structure,Wnt bcat act
COc1ccccc1Cc1c(C(C)(C)C)nc2ccc(C)cn12,2
COc1ccc(CCN2CCC(CN3C(=S)NC[C@@H]3Cc3ccccc3)CC2)cc1OC,-5
O=C(NCc1cccc(F)c1)Nc1nnc([C@@H]2C[C@H](O)[C@@H](CO)O2)s1,0
COC(=O)[C@@H](Cc1ccccc1)NC(=O)[C@H]1O[C@@H](n2cnc3c(=O)[nH]c(N)nc32)[C@H](O)[C@@H]1O,11
C[C@H](NC(=O)C1CCN(S(=O)(=O)c2ccccc2)CC1)C(=O)NCc1ccncc1,-7
N#Cc1sc2nccc(Nc3ccccc3)c2c1N,-7
CCOC(=O)[C@]12CCC=C1N(Cc1cccc3ccccc13)C(=O)[C@H](CC(=O)N1CCN(C(=O)C3CC3)CC1)C2,0
CCCc1c(Cc2cccc(F)c2)ncn1Cc1cccc(-c2ccccc2)c1,-4
CC(C)C[C@@H](COCc1ccc(C(F)(F)F)cc1)N1CCN(C(=O)c2ccc(C(F)(F)F)cc2)CCC1=O,-4
COc1cccc(C(=Cc2ccc([N+](=O)[O-])cc2)C(=O)O)c1,-2
O=C(Nc1cccc(OC(F)(F)F)c1)C1Cc2c(-c3ccc4c(c3)OCO4)ccnc2O1 (centres undefined),0
Cc1onc(-c2ccccc2)c1C(=O)OCC(=O)c1ccc(F)cc1,-1
CC(C)[C@H](NC(=O)c1ccc(Cl)c(Cl)c1)C(=O)N1CCC[C@H]1C(=O)NCCc1ccccc1Cl,-3
COc1ccc(/C=C2\N=C(c3ccccc3Cl)NC2=O)cc1,1
Cc1ccc(S(=O)(=O)N2CC(CO)=CCC2c2ccccc2)cc1 (centres undefined),0
CCCCCCCCN1C(=O)[C@@H](CC(=O)N2CCN(C(=O)c3ccco3)CC2)C[C@@]2(C(=O)OC)C1=C[C@H](C1CCCC1)O[C@@H]2C,-10
COc1ccccc1CNC(=O)COc1cc(O)c2c(c1)OC(C)(C)CC2=O,-1
CCOP(=O)(OCC)C(Nc1cccc([N+](=O)[O-])c1)c1ccc(N(C)C)cc1 (centres undefined),-1
CCCCCNc1ncnc2c(C)[nH]nc12,2
CCCOc1ccccc1NC(=O)/C=C/c1ccc(OC)c(S(=O)(=O)N2CCOCC2)c1,-5
CSc1nc(-c2ccc(Cl)cc2)nc(N)c1C#N,0
CC[C@H](C)[C@H]1CNC(=S)N1CC1CCN(CC)CC1,-1
O=C(/C=C(\Nc1cccc(OC(F)F)c1)c1ccccc1)c1ccccc1,29
Cc1ccccc1Cn1c(C)c(C(=O)NCCC#N)sc1=O,-4
Cc1cc(C)n2nc(CNS(=O)(=O)c3ccc(C(C)(C)C)cc3)nc2n1,0
CN1CCc2c(sc(/N=C/c3c[nH]c4ccccc34)c2C(N)=O)C1,0
O=C(NCCN1C(=O)S/C(=C\c2cccs2)C1=O)[C@H](Cc1ccccc1)N1C(=O)c2ccccc2C1=O,-3
Cc1cccc(CNC(=O)Nc2nnc([C@@H]3C[C@H](O)[C@@H](CO)O3)s2)c1,-3
COc1cccc(CNC(=O)[C@@H]2CCCN2C(=O)[C@@H]2CCCN2)c1,-2
COc1ccc2c(c1)O/C(=C\c1ccccc1O)C2=O,40*
C[C@H]1CNCCN1c1ccc(N2CCS(=O)(=O)CC2)c(C#N)c1,-4
CN1CCN(C(=O)c2cc3c(c(-c4cccc(Br)c4)n2)[C@@H](CCO)N(S(=O)C(C)(C)C)C3)CC1 (some centres undefined),-2
Cc1ccc(C(O)c2ncc(-c3ccccc3C)[nH]2)cc1F (centres undefined),4
O=C(Nc1cc(S(=O)(=O)N2CCOCC2)ccc1N1CCCC1)c1ccccc1C(F)(F)F,0
